Screening data from PubChem.
GDH-TPI inh – counter-screen for M. tuberculosis FBA inhibitors: GDH-TPI coupled enzymes | GDH-TPI coupled enzyme counterscreen, NADH absorbance | inhibition, % at 4.8 µM | actives 1.2% (n = 360,000); in the data active = inhibition above about 30%;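 also: 0% = DMSO wells and 100% = wells lacking the enzyme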
MazEF act – increases E. coli MazEF RNase cleavage of RNA; activation, % at 20 µM; actives 0.32% (n = 350,000); P0AE70; FAM/BHQ RNA-DNA oligo cleavage fluorescence, 5 h; in the data active = activation above about 50%
Target sequence (P0AE70 whole entry, looked up): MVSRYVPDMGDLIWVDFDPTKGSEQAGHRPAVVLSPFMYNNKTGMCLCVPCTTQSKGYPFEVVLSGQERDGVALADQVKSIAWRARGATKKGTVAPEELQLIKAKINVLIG
BoNT-F LC inh – inhibitors of Botulinum neurotoxin F light chain protease; Multiplex microsphere protease cleavage assay, flow cytometry; inhibition, % at 10 µM; actives 0.22% (n = 360,000); AID 588497; in the data active = inhibition above about 35%, passing the limit was not always enough; inconclusive = no clear call, values can overlap the other calls; also: plate controls were buffer without enzyme for full effect and enzyme alone for no effect
BioA inh – inhibitors of Mycobacterium tuberculosis BioA enzyme | purified M. tuberculosis BioA enzyme, plate reader | inhibition, % at 9.99 µM | actives 0.096% (n = 360,000); in the data active = inhibition above about 40%; inconclusive = no clear call, values can overlap the other calls
Rv3671c inh – Rv3671c (M. tuberculosis) protease inhibition; P9WHR9; inhibition, % at 5.96 µM; actives 0.048% (n = 320,000); in the data active = inhibition above about 38%;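 also: extracellular domain of Rv3671c used as enzyme; 0% = enzyme with DMSO and 100% = no enzyme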
Target sequence (P9WHR9 whole entry, looked up, the tested form may be a part): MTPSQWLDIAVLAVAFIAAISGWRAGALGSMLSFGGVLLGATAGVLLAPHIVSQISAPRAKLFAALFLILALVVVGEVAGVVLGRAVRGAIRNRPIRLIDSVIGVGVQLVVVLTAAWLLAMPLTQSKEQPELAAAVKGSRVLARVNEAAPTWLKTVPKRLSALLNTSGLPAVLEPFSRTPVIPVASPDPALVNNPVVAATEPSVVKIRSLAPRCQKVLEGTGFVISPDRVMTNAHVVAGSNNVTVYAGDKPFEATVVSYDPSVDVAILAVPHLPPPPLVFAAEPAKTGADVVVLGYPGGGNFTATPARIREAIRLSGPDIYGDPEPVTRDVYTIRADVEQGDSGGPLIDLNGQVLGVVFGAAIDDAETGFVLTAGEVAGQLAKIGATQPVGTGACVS
FadD28 FP inh – M. tuberculosis FadD28 bisubstrate binding inhibition; FadD28 bisubstrate probe binding, fluorescence polarization; inhibition, % at 12.5 µM; actives 0.22% (n = 360,000); AID 588549; in the data active = inhibition above about 8.5%, passing the limit was not always enough; inconclusive = no clear call, values can overlap the other calls
PrPC surface inh – cell surface PrPC inhibition, primary TR-FRET screen; inhibition, % at 13.8 µM; TR-FRET read-out; AID 720596; actives 0.43% (n = 370,000); in the data active = inhibition above about 24%; also: 0% = median of the test wells and 100% = reference compound wells
Mtb UGM inh – inhibitors of M. tuberculosis UDP-galactopyranose mutase | inhibition, % at 10 µM | purified UGM, fluorescence polarization probe displacement | AID 504406 | actives 0.06% (n = 320,000); in the data active = inhibition above about 10%, passing the limit was not always enough; inconclusive = no clear call, values can overlap the other calls
FBA Mtb inh – inhibits M. tuberculosis FBA enzyme. AID 588726. actives 2.3% (n = 360,000). purified M. tuberculosis FBA, fluorescence read-out. inhibition, % at 1 µM; in the data active = inhibition above about 27%;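 also: 0% = vehicle and 100% = reference inhibitor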
Target sequence (P9WQA3 whole entry, looked up): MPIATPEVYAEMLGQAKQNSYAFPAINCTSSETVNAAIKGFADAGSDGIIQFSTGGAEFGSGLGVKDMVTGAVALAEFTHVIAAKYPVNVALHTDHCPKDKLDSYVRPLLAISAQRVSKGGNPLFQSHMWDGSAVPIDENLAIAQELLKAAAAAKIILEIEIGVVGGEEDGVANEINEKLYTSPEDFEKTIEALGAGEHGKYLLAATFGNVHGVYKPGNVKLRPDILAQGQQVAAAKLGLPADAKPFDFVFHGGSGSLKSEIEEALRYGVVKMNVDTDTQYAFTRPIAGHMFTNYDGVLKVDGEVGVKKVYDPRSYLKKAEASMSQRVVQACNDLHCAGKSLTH
Active calls of the source: *; ? = inconclusive; . = no result given. This is a random part of the collection. Share with any hit: about 4.8%.

SMILES	GDH-TPI inh	MazEF act	BoNT-F LC inh	BioA inh	Rv3671c inh	FadD28 FP inh	PrPC surface inh	Mtb UGM inh	FBA Mtb inh
Cc1c(NC(=O)COC(=O)c2cc(-c3ccc(-c4ccccc4)cc3)nc3ccccc23)c(=O)n(-c2ccccc2)n1C	14	-31	1	.	-11	-5.9	3	3.1	23
O=C(NCCCN1CCCC1=O)Nc1ccccc1F	0	-3	14	-6.9	5	-1.1	-8	-1.1	0
CC(=O)c1ccc(NCCC(=O)c2ccccc2)cc1	27	-4	-2	-1.4	-6	-1.7	2	-0.2	0
COc1cccc(C2C(C(=O)c3ccc(C)o3)=C(O)C(=O)N2CCN2CCOCC2)c1 (stereo not given)	8	-11	-6	-0.4	0	0.8	-9	3.8	2
COc1ccc(CC(=O)Nc2ccc(S(=O)(=O)NCC3CCCO3)cc2)cc1 (stereo not given)	1	-4	2	-1.0	-3	-2.4	5	3.1	0
Cn1cc(CCC(=O)NC2CC(C)(C)Cc3c2cnn3-c2ccc(F)cc2)cn1 (stereo not given)	6	-11	-2	3.4	.	-0.4	3	.	3
COc1ccc(C(=O)NCCONC(=O)c2ccc(OC)cc2)cc1	-2	-2	-7	0.4	2	-4.0	5	-0.9	-2
O=C(NCC1CC1)C1Cc2c(-c3ccccc3Oc3ccccc3)ccnc2O1 (stereo not given)	9	.	6	-0.4	.	-1.0	8	.	0
CCC(=O)Nc1cccc(-c2nc3ncccc3o2)c1C	3	7	4	1.8	-4	-3.0	-8	2.9	10
O=C(N/N=C/c1cn(-c2cccs2)nc1-c1ccccc1)c1ccc(O)cc1	12	7	5	.	-136	-1.6	12	2.6	7
Cc1ccc(CSc2nnc(-c3ccco3)n2N)cc1	-17	-8	1	-0.1	0	-0.4	5	1.2	0
CC(=O)Nc1nnc(SCC(=O)Nc2nc(C)cs2)s1	2	-9	4	0.2	6	-3.9	2	0.8	-1
CCOC(=O)c1c(C)oc2ccc(NS(=O)(=O)c3cccs3)cc12	2	5	-9	.	-11	-0.2	7	-0.6	-3
O=C(c1cccnc1)N1CCN(S(=O)(=O)c2cccs2)CC1	2	3	-2	-2.4	-5	0.3	-6	-5.8	1
CCn1c(=O)n(CCc2ccccc2)c(=O)c2c3c(sc21)CCCC3	5	1	2	0.1	-1	-3.2	.	-0.2	-6
CCOc1ccc(C(=O)NCC2CCCO2)cc1OCC (stereo not given)	-1	3	-3	.	4	-1.8	8	-2.6	0
CC(C)(C)N1C(=O)NC(=O)/C(=C\c2ccc3c(c2)CCN3CCCCl)C1=O	32*	-74	?	-0.3	0	-0.5	-1	2.3	1
COc1ccc(C(CC(=O)N2CCCC(C)C2)c2c(O)cc(OC)cc2OC)cc1 (stereo not given)	5	8	-7	0.4	3	-1.6	0	2.4	3
Cc1ccc(NC(=O)CN(C)C(=O)COc2cc(F)ccc2[N+](=O)[O-])cc1	-1	6	-3	6.0	-3	-3.7	-18	0.8	-2
CCC(=O)Nc1ccc2c(c1)C(=O)N(C1CCCCC1)C2=O	-2	2	-1	0.4	-2	-2.7	-5	-0.9	19
CN1CCN(c2ccc(NC(=O)c3ccc4c(c3)OCCO4)cc2)CC1	-3	-2	-15	.	-9	-1.9	7	-1.0	0
Brc1ccc(-c2ccccc2)cc1	-1	3	12	-2.8	-1	-1.0	-10	0.8	3
O=c1cc(CS(=O)(=O)c2ccccc2)nc(-c2ccncc2)[nH]1	7	6	3	.	-8	-3.3	-6	-1.1	1
COc1ccc(CCN2C(=O)CS/C2=N\NC(=O)c2cccs2)cc1OC	-7	2	5	.	4	-4.1	5	0.8	-9
C=CCn1c(=N)n(CC(=O)c2ccc(Br)cc2)c2ccccc21	8	6	16	0.2	-11	-0.1	-3	-1.3	-3
O=C(NC(=S)Nc1cccc2c(O)cccc12)c1ccco1	9	-8	3	-2.7	-18	-1.8	-11	3.0	1
COc1ccc(N2CC(C(=O)N(C)CC(=O)Nc3ccc(Cl)c(C(F)(F)F)c3)CC2=O)c(OC)c1 (stereo not given)	4	2	-9	.	-2	-1.1	2	-2.6	2
O=C(NC1CCCC1)C(c1ccsc1)N(C(=O)Cc1cccs1)c1ccc(F)cc1 (stereo not given)	0	5	0	-2.4	-5	-3.0	-5	0.3	-2
COc1ccc(N(CC(=O)Nc2ccc(C(C)C)cc2)S(=O)(=O)c2c(C)noc2C)cc1	2	6	-6	-2.4	-8	1.0	2	2.5	-3
CN(C)S(=O)(=O)c1cccc(NC(=O)COc2cccc3ccccc23)c1	7	1	0	-0.5	.	-3.2	-4	.	-1
COC(=O)N/N=C/c1cn(CCOc2ccc(OC)cc2)c2ccccc12	9	-1	-10	1.3	-2	.	3	4.0	-3
CC1(C(=O)NS(=O)(=O)c2ccccc2)CCN1C(=O)Cc1cccc2ccccc12 (stereo not given)	-4	.	-5	-0.3	.	-2.2	8	.	-3
COc1cc(C2OC(=O)c3ccccc3S2)cc(OC)c1OC (stereo not given)	0	6	?	0.3	-1	-3.8	2	6.2	3
CCOC(=O)c1sc(=S)n(C)c1NC(=O)c1ccccc1Cl	40*	8	1	-1.3	-11	-3.0	-8	-1.4	0
C=CCn1c(O)c(C(C)=O)c(=O)[nH]c1=O (tested in a mixture with another compound)	1	-10	3	.	-7	-1.4	-4	0.4	0
C/C(=N\O)c1c(C)c2ccccc2n1C	6	5	3	0.1	-6	-2.0	-4	3.6	2
O=C(CCSc1nnc2ccccn12)Nc1ccc(F)cc1	-3	-17	2	.	3	-1.8	-11	0.1	17
CCN(CC)Cc1c(C(=O)OC(C)C)nnn1-c1nonc1N	4	12	-2	0.5	0	-2.7	-2	-1.0	-1
CC(=O)NC(CCS(C)(=O)=O)C(=O)Nc1ccccc1 (stereo not given)	11	12	-3	-1.3	10	-0.1	2	0.6	-1
COc1ccc2oc(-c3cccc(NC(=O)CSc4ccc(Cl)cc4)c3)nc2c1	11	-11	-4	.	-11	-0.2	9	2.4	3
O=C(Nc1scc(-c2ccc(Br)cc2)c1C(=O)O)c1ccccc1F	7	-1	.	3.6	0	-2.8	12	0.5	2
CN(C)CCNC(=O)c1cccc(S(=O)(=O)Nc2ccc(F)cc2)c1	0	1	2	.	-5	1.8	2	3.3	-2
CC(C)(C)C(=O)N(CCN(C(=O)C(C)(C)C)c1ccccc1)c1ccccc1	5	-6	-1	-1.0	10	0.3	0	2.3	1
Cc1[nH]c2ccccc2c1C(Nc1nccs1)c1ccncc1 (stereo not given)	7	1	-4	-1.0	3	-4.2	-2	-1.6	2
CN(C)C(CN1C(=O)C2CC=CCC2C1=O)c1cn(C)c2ccccc12 (stereo not given)	0	-3	-8	-0.5	0	-1.3	-9	1.9	1
Cc1cc(-n2nc(C)cc2C)nc(NS(=O)(=O)c2ccccc2)n1	-7	1	?	0.6	-5	-2.6	-7	-0.4	0
CC(C)CCNC(=O)C(c1ccncc1)N(CC1CCCO1)C(=O)Cn1nnc(-c2ccc(F)cc2)n1 (stereo not given)	0	14	-3	.	-5	0.5	-4	-0.9	-1
Cc1cccc(NC(=O)CSc2nc(C)nc3c2c(=O)n(C)c(=O)n3C)c1	7	-4	-3	-1.6	.	-1.3	-1	.	0
O=C(Nc1cccc(-n2cccn2)c1)C1CCCN(Cc2ccccc2F)C1 (stereo not given)	7	4	-4	2.2	3	-3.1	5	-2.1	1
CCOC(=O)c1nnn(-c2nonc2N)c1-c1ccc(OC)cc1	3	2	-1	.	3	-2.5	-7	-2.2	-2
COC(=O)C1=C(C)N(C)C(=O)NC1c1ccc(O)c(Cl)c1 (stereo not given)	-6	3	-5	.	-3	-3.1	0	1.7	3
Cc1cccc(C)c1-n1c(C)nn(-c2ncc(C(F)(F)F)cc2Cl)c1=O	3	6	4	0.8	1	-0.4	2	0.5	1
O=C(Nc1ccc2c(c1)OCO2)c1ccc(=O)[nH]n1	20	-6	-13	-2.0	-2	-0.3	-4	-0.4	2
C=CCN(CC=C)S(=O)(=O)c1ccc(NC(=S)NC(=O)/C=C/c2ccccc2)cc1	31*	-3	-11	-5.5	-10	-2.9	2	-0.2	2
CCOC(=O)C1CCN(C(=O)C2CCN(S(=O)(=O)c3cc(Cl)ccc3Cl)CC2)CC1	3	4	0	14	4	-1.4	5	1.8	1
COc1ccc(N2CCN(C(=O)COC(=O)CCOc3cc(C)ccc3C)CC2)cc1	1	-1	0	-2.2	-4	0.2	-8	2.8	1
COc1ccc2c(c1)-c1c(ssc1=S)C(C)(C)N2C(=O)CSC1=NCCS1	5	7	6	-1.6	4	-2.5	-31	1.1	-5
Cc1ccccc1Cn1nnc(-c2cccc(C(=O)O)c2)n1	10	3	5	.	1	-4.5	-5	3.1	0
COc1c(C)cc(C(O)c2ncc(-c3ccccc3C)[nH]2)cc1C (stereo not given)	-6	.	-3	-1.1	.	-4.2	-6	.	-1
COc1ccccc1N1CCN(C2CCCN(S(=O)(=O)c3cccc(Cl)c3)C2)CC1 (stereo not given)	0	6	-9	0.2	-4	-0.1	-1	-5.3	1

In the list so far, these contain a thiophene ring, fused or not.
SMILES	GDH-TPI inh	MazEF act	BoNT-F LC inh	BioA inh	Rv3671c inh	FadD28 FP inh	PrPC surface inh	Mtb UGM inh	FBA Mtb inh
O=C(N/N=C/c1cn(-c2cccs2)nc1-c1ccccc1)c1ccc(O)cc1	12	7	5	.	-136	-1.6	12	2.6	7
CCOC(=O)c1c(C)oc2ccc(NS(=O)(=O)c3cccs3)cc12	2	5	-9	.	-11	-0.2	7	-0.6	-3
O=C(c1cccnc1)N1CCN(S(=O)(=O)c2cccs2)CC1	2	3	-2	-2.4	-5	0.3	-6	-5.8	1
CCn1c(=O)n(CCc2ccccc2)c(=O)c2c3c(sc21)CCCC3	5	1	2	0.1	-1	-3.2	.	-0.2	-6
COc1ccc(CCN2C(=O)CS/C2=N\NC(=O)c2cccs2)cc1OC	-7	2	5	.	4	-4.1	5	0.8	-9
O=C(NC1CCCC1)C(c1ccsc1)N(C(=O)Cc1cccs1)c1ccc(F)cc1 (stereo not given)	0	5	0	-2.4	-5	-3.0	-5	0.3	-2
O=C(Nc1scc(-c2ccc(Br)cc2)c1C(=O)O)c1ccccc1F	7	-1	.	3.6	0	-2.8	12	0.5	2

Other compounds.
SMILES	GDH-TPI inh	MazEF act	BoNT-F LC inh	BioA inh	Rv3671c inh	FadD28 FP inh	PrPC surface inh	Mtb UGM inh	FBA Mtb inh
CCCNC(=O)c1ccc(SCC(=O)N(CC)CC)c([N+](=O)[O-])c1	13	1	-5	.	-2	1.3	-6	1.6	0
C=CCn1c(-c2csc(-c3ccc(Cl)cc3)n2)n[nH]c1=S	-3	-5	1	.	9	-2.0	-4	-2.4	-3
CCNC(=S)N(Cc1ccc(OC)cc1)C1CC(=O)N(c2ccc(OCC)cc2)C1=O (stereo not given)	-4	2	-3	0.3	4	-5.0	-3	4.0	-2
CC(=O)NCCc1ccc(-c2csc(NC(=O)C3CC(=O)N(C4CCCC4)C3)n2)cc1 (stereo not given)	5	-1	.	.	.	-1.7	-1	.	1
CN(Cc1ccc(C(F)(F)F)cc1)C(=O)C1CC(=O)N(Cc2ccco2)C1 (stereo not given)	13	-1	12	3.7	12	-1.8	3	-1.9	2
O=C(/C=C/[C@H]1O[C@@H](n2cnc3c(NC(=O)c4ccccc4)ncnc32)[C@H](O)[C@@H]1O)NCCCN1CCCC1=O	.	.	0	0.9	.	-8.7	-4	.	-2
CCc1ccc2oc(=O)cc(CN(C)Cc3ccccc3)c2c1	8	-2	-6	0.1	-10	-1.6	-4	-1.5	2
CCOC(=O)Cn1c(CN2CCN(c3cccc(Cl)c3)CC2)nc2c1c(=O)[nH]c(=O)n2C	-2	11	3	-1.4	4	-2.5	6	1.8	1
COc1cc(C2C(C(=O)OC(C)C)=C(C)Nc3ncnn32)cc(OC)c1OC (stereo not given)	7	-4	-2	-0.1	0	0.1	-1	1.2	0
COc1ccc(CCN2CC(C(=O)NCCc3ncccc3C)CCC2=O)cc1 (stereo not given)	1	-1	0	-1.0	.	-2.4	-4	.	1
Cc1nn(C)cc1C(C(=O)NC1CCCCC1)N(C(=O)Cc1cccs1)c1ccc(F)cc1 (stereo not given)	5	-8	0	.	6	0.7	0	2.9	2
